ERp5 inh – ERp5 (human) disulfide isomerase inhibition. Q15084. ERp5 insulin aggregation, absorbance 650 nm, 90 min. inhibition, % at 9.99 µM. actives 0.05% (n = 350,000). AID 651711;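 active means mean replicate inhibition above about 25%, with every replicate also reaching it, limit read from the data, passing the limit was not always enough; inconclusive means only one of those two criteria met; inactive means neither criterion met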
Target sequence (Q15084 whole entry, looked up): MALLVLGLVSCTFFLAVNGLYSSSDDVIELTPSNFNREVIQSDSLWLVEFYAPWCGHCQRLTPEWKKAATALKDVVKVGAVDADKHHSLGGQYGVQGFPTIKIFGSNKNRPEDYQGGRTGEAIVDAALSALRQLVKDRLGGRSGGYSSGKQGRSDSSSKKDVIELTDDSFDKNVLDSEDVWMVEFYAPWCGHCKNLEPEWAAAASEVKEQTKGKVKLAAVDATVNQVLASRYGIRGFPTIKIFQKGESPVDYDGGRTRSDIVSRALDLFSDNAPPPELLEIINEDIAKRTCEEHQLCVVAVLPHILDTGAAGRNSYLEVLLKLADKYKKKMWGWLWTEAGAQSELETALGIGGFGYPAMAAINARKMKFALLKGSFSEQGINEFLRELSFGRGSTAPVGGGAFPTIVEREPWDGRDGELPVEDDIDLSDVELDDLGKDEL
ARNT-TACC3 inh – disruptors of human ARNT/TACC3 interaction; Q9Y6A5; AlphaScreen His-ARNT PAS-B/GST-TACC3 binding, luminescence; TACC3 fragment carries E629A point mutation; inhibition, % at 9.99 µM; actives 0.66% (n = 390,000);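 active means mean inhibition of replicates at least 50% and at least half of replicates each reaching 50%; inconclusive means half or more replicates reach 50% but mean below 50%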;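 further: 0% = complete ARNT plus TACC3 wells and 100% = ARNT alone without TACC3; many hits fall short of the cut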
esBAF inh – blocks esBAF chromatin remodeling in mouse ES cells | Bmi1-luciferase knock-in reporter, 24 h; 100% = twice the neutral-well signal | reporter increase, % at 12.5 µM | actives 2% (n = 350,000) | AID 602393; in the data active means activation above about 40%; inconclusive means no clear call, values can overlap the other calls;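 further: 0% = median of the plate's neutral control wells and 100% = double that signal; a rise in the Bmi1 reporter signal indicates esBAF inhibition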
SIRT5 block – sirtuin-5 (human) deacylase inhibition | Purified SirT5, succinyl-peptide AMC, trypsin-coupled fluorescence | inhibition, % at 15 µM | actives 1.1% (n = 330,000) | AID 652115; in the data active means inhibition above about 15%; inconclusive means no clear call, values can overlap the other calls
Target sequence (Q9NXA8 whole entry, looked up): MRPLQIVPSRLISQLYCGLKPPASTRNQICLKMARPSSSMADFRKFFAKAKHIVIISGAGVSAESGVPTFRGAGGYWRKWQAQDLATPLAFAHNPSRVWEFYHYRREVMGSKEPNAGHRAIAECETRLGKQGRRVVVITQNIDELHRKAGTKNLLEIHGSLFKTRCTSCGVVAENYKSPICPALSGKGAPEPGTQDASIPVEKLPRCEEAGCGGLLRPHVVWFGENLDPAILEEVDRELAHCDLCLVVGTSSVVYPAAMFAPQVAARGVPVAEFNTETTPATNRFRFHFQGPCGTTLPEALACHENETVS
Cneo AK release – causes C. neoformans cell lysis | lysis activity, % at 15 µM | adenylate kinase release luminescence, 4 h; normalised: neutral wells 0, clomiphene wells 100 | actives 0.2% (n = 360,000);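 active means mean lysis activity across replicates of at least 80%, whatever share of replicates individually reach that level; inactive means mean lysis activity below 80%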
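Assay system: C. neoformans cells. Amount: yeast cell density of 5 × 10^6 cells/mL. Technique: AK luminescence. Buffer or medium: YPD. Times: static 4 h at 37 °C with compound, 1 h detection. Dosing: single-point compound dose. Read-out: lysis from increased AK signal.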
miR-122 sensor – inhibitors of miR-122 in Huh7 cells; Huh7 miR-122 Renilla luciferase sensor, 48 h; neutral wells = 0, positive control = 100; actives 0.3% (n = 340,000); activation (reporter increase), % at 12.5 µM;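 active means mean replicate activation score at least 90 and every replicate individually at or above 90; inconclusive means only one of the two criteria met; inactive means neither criterion met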;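 further: higher luciferase means less miR-122 activity so hits act as miR-122 inhibitors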
C2C12 statin – suppression of simvastatin myotoxicity; C2C12 myotubes + simvastatin, ATP luminescence, 48 h; scaled: DMSO 0, geranylgeraniol control 100; rescue of ATP level, % at 7.49 µM; actives 0.78% (n = 330,000); AID 602340;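 active means mean ATP rescue above about 67%, or every replicate alone reaching that limit, limit read from the data, passing the limit was not always enough; inconclusive means no clear call, values can overlap the other calls; inactive means mean under the limit and some replicate under it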;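 further: myotubes were challenged with 10 µM simvastatin during compound exposure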
* marks the source's active call; other numbers are inactive results; ? = inconclusive; nt = not tested or not shown; [ ] = another dose, or the depositor's remark.

SMILES	ERp5 inh	ARNT-TACC3 inh	esBAF inh	SIRT5 block	Cneo AK release	miR-122 sensor	C2C12 statin
COc1ccc(CNC(=O)CCCn2ncn3c(cc4occc43)c2=O)cc1	2.8	10.6	-3.6	-0.7	-1.6	1.8	1.9
CCCCOc1ccc(C(=O)N2CCNC(=O)C2CC(=O)OC(C)C)cc1 (stereo unspecified)	-0.8	-0.2	0.2	-2.6	-0.4	-1.1	-1.5
O=C(CNC(=O)COc1ccccc1)NCCc1ccccn1	1.6	-4.6	-0.8	-1.0	nt	-0.9	8.6
O=C(CN1C(=O)c2cccc3cccc1c23)Nc1ccc(S(=O)(=O)N2CCOCC2)cc1	nt	-8.8	-6.8	nt	0.4	8.1	-5.7
CN(Cc1ccccc1)S(=O)(=O)c1ccc(NC(=O)c2ccccc2C(=O)O)cc1	4.2	1.4	nt	-5.6	nt	nt	nt
CN(C)CCCN(C(=O)c1sc2ccccc2c1Cl)c1nc2ccc(F)cc2s1	nt	17.6	nt	nt	-2.4	-1.7	nt
CN(C)S(=O)(=O)c1ccc(NC(=O)CSc2nnnn2C)cc1	-3.6	-6.2	nt	-0.9	nt	nt	nt
Cn1cccc1Cc1nnc(SCC(N)=O)n1-c1ccc(F)cc1	3.0	-0.5	-5.2	nt	-3.8	nt	3.0
CSCCC(NS(=O)(=O)c1ccc(Cl)cc1)C(=O)OCC(=O)N1CCOCC1 (stereo unspecified)	nt	2.2	14.4	nt	-1.0	1.4	?
Cc1ccc(N2CN=c3s/c(=C\c4ccccn4)c(=O)n3C2)cc1	nt	-15.2	76.9*	nt	-0.7	-3.3	-1.2
CC(C(=O)NCC1CCCO1)N1C(=O)C2C3CC(C(Br)C3Br)C2C1=O (stereo unspecified)	2.6	-8.5	-4.9	4.6	0.2	-1.6	-1.6
COC(CNC(=O)c1ccc2c(c1)ncn2-c1cc(C)cc(C)c1)OC	0.5	-3.3	3.8	-3.4	-0.9	-3.5	-0.6
O=C(NCc1cccnc1)c1ccc(COc2ccccc2Cl)cc1	3.8	3.9	-0.8	0.3	nt	-1.5	9.0
COc1cccc(S(=O)(=O)Nc2ccc3c(c2)[C@H]2C[C@@H](CC(=O)NC4CCCCC4)O[C@H](CO)[C@H]2O3)c1	-2.1	-11.1	-2.4	3.1	-0.5	0.9[16.7 µM]	-8.3
C[C@@H]1CN([C@H](C)CO)C(=O)c2cc(NS(=O)(=O)c3ccc(F)cc3)ccc2O[C@@H]1CN(C)C	-9.8	-14.0	0.0	-3.3	-4.5	-1.5[16.7 µM]	-15.7
COc1ccc(S(=O)(=O)N(C)C[C@@H]2Oc3ccc(NC(=O)Cn4cnnn4)cc3C(=O)N([C@@H](C)CO)C[C@H]2C)cc1	-3.7	nt	-14.2	3.1	-2.9	21.4[16.7 µM]	nt
COc1cccc2c(N/N=C/c3ccc(O)c(O)c3)cc(C)nc12	-1.7	6.1	24.6	-5.0	0.0	0.1	6.3
O=c1[nH]c2cc3c(cc2cc1C(c1nnnn1Cc1ccccc1)N1CCN2CCCC2C1)OCCO3 (stereo unspecified)	nt	-9.2	-1.1	nt	-1.6	-4.9	7.8
COc1ccc(C=NCC2OCCc3ccccc32)cc1OC (stereo unspecified)	0.6	-4.9	nt	-1.9	nt	nt	nt
CCOC(=O)[C@@H]1[C@H]2COc3cc(OC)ccc3[C@H]2N2C(=O)N(c3cccc(Cl)c3)C(=O)[C@]12C	nt	-4.4	-1.5	nt	-0.7	-1.4	1.3
C[C@@H]1CN([C@@H](C)CO)C(=O)c2cc(NS(=O)(=O)c3ccc(Cl)cc3)ccc2O[C@@H](C)CCCCO[C@@H]1CN(C)Cc1ccccc1	2.8	-1.5	0.8	18.1*	6.4	-7.9[16.7 µM]	nt
Cc1cc2nc[nH]c2cc1[N+](=O)[O-]	0.4	4.5	-7.5	3.4	nt	-4.7	-4.5
COc1cccc(NC(=S)N2CCc3cc(OC)c(OC)cc3C2COc2ccc3c(C)cc(=O)oc3c2)c1 (stereo unspecified)	nt	-24.4	nt	nt	1.1	-9.5	nt
COc1ccc(OC)c(S(=O)(=O)N2CCC(C(=O)NC3CCCCCC3)CC2)c1	5.4	-6.0	1.9	-0.4	-2.0	nt	8.3
C[C@@H]1CN([C@H](C)CO)S(=O)(=O)c2ccc(C3=CCCC3)cc2O[C@@H]1CN(C)C(=O)Cc1ccncc1	-0.1	2.7	5.3	0.0	-2.0	-33.0[16.7 µM]	-61.9
COc1cc(/C=C/C(=O)c2ccc(Cl)s2)cc(OC)c1O	nt	6.6	9.8	nt	2.1	-5.5	-3.2
O=C(CN1CCOCC1)NCC[C@H]1CC[C@@H](NS(=O)(=O)c2ccc(F)cc2)[C@@H](CO)O1	5.6	0.7	-0.8	-1.0	59.6	9.4[16.7 µM]	4.1
Cc1csc(NC(=O)CSc2ccc([N+](=O)[O-])cn2)n1	2.6	-12.9	nt	-1.8	-0.5	-3.8	nt
Cc1c(C(=O)C(=O)N2c3ccccc3CC2C)c2ccccc2n1C (stereo unspecified)	-0.8	2.0	nt	-2.1	nt	nt	nt
CC(C)(C)OC(=O)CNC(=O)c1nc[nH]c1C(=O)N1CCNCC1	-3.3	10.5	4.0	nt	0.7	-2.1	-7.2
Cc1oc2c(c(C)cc3oc(=O)c(CC(=O)NCCC(=O)O)c(C)c32)c1C	-1.9	7.0	-1.5	0.1	0.5	-2.9	-2.5
COc1cccc(C2(O)CCN(C(=O)C(C)C)CC2)c1	-3.4	-5.5	-11.2	3.0	7.6	-6.6	-39.5
CCOC(=O)N/N=C/C(Cl)=C/c1ccccc1	-0.3	-1.9	56.0*	-2.2	-0.6	2.0	-4.2
CN1C(=S)SC(/[N+]([O-])=C\c2ccc(Cl)cc2)C1(C)C (stereo unspecified)	nt	nt	-3.1	nt	0.6	1.6	-8.5
COCC(=O)NNC(=O)Cc1ccc(Cl)cc1	1.1	11.0	-2.2	-7.3	nt	-5.4	3.3
COc1ccc(N(CC(=O)NCCSCc2ccco2)S(=O)(=O)c2ccccc2)cc1OC	0.6	0.7	2.0	1.3	2.1	0.0	2.8
CCOC(=O)c1ccc(CSc2nnc(C)n2N)o1	nt	-1.0	0.2	nt	4.8	-3.8	-10.3
COc1cc(CNCCN2CCOCC2)ccc1OCc1ccc(Cl)cc1Cl	nt	1.4	-8.2	nt	1.0	-5.1	-45.3
Cc1cccc(CSc2ccc3nnc(-c4cccs4)n3n2)c1	3.0	6.7	-2.9	-3.4	nt	6.1	10.3
COc1cc(C2OCC3C(c4ccc(OC5OC(CO)C(O)C(O)C5O)c(OC)c4)OCC23)ccc1O (stereo unspecified)	5.8	-5.0	-3.6	nt	-0.8	2.1	7.1

Retrieved one by one from the entries so far, 3 records:
SMILES	ERp5 inh	ARNT-TACC3 inh	esBAF inh	SIRT5 block	Cneo AK release	miR-122 sensor	C2C12 statin
COc1cccc(NC(=S)N2CCc3cc(OC)c(OC)cc3C2COc2ccc3c(C)cc(=O)oc3c2)c1 (stereo unspecified)	nt	-24.4	nt	nt	1.1	-9.5	nt
COc1cc(C2OCC3C(c4ccc(OC5OC(CO)C(O)C(O)C5O)c(OC)c4)OCC23)ccc1O (stereo unspecified)	5.8	-5.0	-3.6	nt	-0.8	2.1	7.1
COc1ccc(N(CC(=O)NCCSCc2ccco2)S(=O)(=O)c2ccccc2)cc1OC	0.6	0.7	2.0	1.3	2.1	0.0	2.8

The listing continues.
SMILES	ERp5 inh	ARNT-TACC3 inh	esBAF inh	SIRT5 block	Cneo AK release	miR-122 sensor	C2C12 statin
O=C(COC(=O)/C=C/c1ccc(Cl)cc1)NCCN1C(=O)CSC1=O	-1.7	12.6	0.4	-5.8	-0.7	nt	1.7
C[C@H](CO)N1C[C@H](C)[C@H](CN(C)C(=O)Nc2ccc(F)cc2)Oc2ccc(NC(=O)CCN3CCOCC3)cc2CC1=O	3.7	-7.5	-6.7	-1.6	3.3	-3.3[16.7 µM]	-2.9
COc1ccccc1N1CCN(C(c2ccc(Cl)cc2)c2nnnn2C(C)(C)C)CC1 (stereo unspecified)	nt	4.0	-9.8	nt	0.0	1.3	-9.0
O=S(=O)(Nc1ccc2[nH]ncc2c1)c1ccccc1Cl	1.3	5.1	-4.2	1.0	-0.8	25.9	21.2
O=C(Nc1cccc(C(=O)Nc2cccc(C(F)(F)F)c2)c1)c1ccc(=O)[nH]c1	0.2	5.1	4.5	0.7	1.5	-1.7	-8.1
Cc1ccc(S(=O)(=O)N2CCCC2CNC(=O)C(=O)NC2CCCC2)cc1 (stereo unspecified)	7.7	-3.2	6.0	1.0	-4.0	nt	-2.9
CC(C)NC(=O)N(C)C[C@H]1OCc2ccccc2-c2c(n(C)c3ccccc23)C(=O)N([C@@H](C)CO)C[C@@H]1C	-4.0	-5.6	-0.4	-1.6	-0.6	nt	nt
C#CCN(C[C@@H]1[C@@H](OC(=O)NC2CC2)[C@@H](OC(=O)NC2CC2)Cn2c(=O)ccc(=O)n21)S(=O)(=O)c1ccc(C)cc1	-1.0	nt	14.2	-2.4	-1.3	-8.5	-18.5
Cc1ccc(C)c(N(CC(=O)NC2CCCC2)C(=O)CCC(=O)Nc2cc(C)on2)c1	-1.0	-2.6	5.8	-14.8	-0.1	nt	-0.8
CN(C(=O)COC(=O)CN1C(=O)c2ccccc2C1=O)c1c(N)n(Cc2ccccc2)c(=O)[nH]c1=O	-1.9	-8.7	3.9	0.1	-0.1	-6.4	-6.3
COc1ccc(/C=C/C(=O)OCc2cc(=O)n3c(n2)sc2ccccc23)cc1	nt	-8.1	0.4	nt	-4.8	-0.7	4.2
O=C(Cc1ccccc1)N[C@H]1CC[C@@H](CC(=O)N2CCOCC2)O[C@H]1CO	0.9	1.8	-2.9	2.1	-19.6	nt	-4.8
COc1ccc(CNC(=O)C2CCCN(C(=O)Nc3ccccc3OC)C2)cc1 (stereo unspecified)	3.6	-5.6	1.4	1.2	0.5	-4.7	8.1
Cc1cccc(C)c1-n1nnnc1C1(Nc2ccccc2)CCCCC1	nt	-1.7	nt	nt	0.5	4.3	nt
CC(C)CC(=O)c1c(O)c(C=O)c(O)c2c1O[C@@]1(C)[C@@H](C2)C[C@H]2C[C@@H]1C2(C)C	2.8	nt	2.5	-1.3	0.5	-3.9	14.4
Cc1ccc(S(=O)(=O)N(C)C[C@H]2OCCCC[C@@H](C)Oc3ccc(NC(=O)C4CCCCC4)cc3C(=O)N([C@@H](C)CO)C[C@H]2C)cc1	nt	-2.8	-4.1	nt	0.2	6.6[16.7 µM]	-33.2
CC(C)(C)Cc1nnc(NS(=O)(=O)Cc2ccccc2)s1	nt	1.8	9.6	nt	-0.8	-3.1	-3.7
CCc1nn(C(C)C(=O)NCc2cccc(Cl)c2)c(=O)c2cc3occc3n12 (stereo unspecified)	0.4	1.0	-3.1	-3.1	1.8	nt	9.5
CCn1cc(CN2CCCC(C(=O)Nc3ccc(-c4nc5ccccc5[nH]4)cc3)C2)c(C)n1 (stereo unspecified)	-2.2	4.3	15.2	9.7	-0.5	-0.7	13.1
CSc1cccc(NC(=S)N2CCC(N(C)C3CCCCC3C)CC2)c1 (stereo unspecified)	3.1	1.8	-2.9	-2.0	3.4	1.6	5.3
COC(=O)CSc1nc(C)cc(C(F)(F)F)c1C#N	nt	-1.7	4.5	nt	-2.1	5.3	nt
COc1cccc(-c2nc(CS(=O)(=O)CC(=O)Nc3cc(OC)ccc3OC)c(C)o2)c1	3.7	14.5	0.0	-2.4	1.7	-3.9	-5.4

Entries of single compounds as entered above:
COc1ccccc1N1CCN(C(c2ccc(Cl)cc2)c2nnnn2C(C)(C)C)CC1 (stereo unspecified) across the screens: ERp5 inh: nt; ARNT-TACC3 inh: 4.0; esBAF inh: -9.8; SIRT5 block: nt; Cneo AK release: 0.0; miR-122 sensor: 1.3; C2C12 statin: -9.0
O=C(Nc1cccc(C(=O)Nc2cccc(C(F)(F)F)c2)c1)c1ccc(=O)[nH]c1 across the screens: ERp5 inh: 0.2; ARNT-TACC3 inh: 5.1; esBAF inh: 4.5; SIRT5 block: 0.7; Cneo AK release: 1.5; miR-122 sensor: -1.7; C2C12 statin: -8.1

From PubChem BioAssay
